# Screening data: PubChem BioAssay, National Center for Advancing Translational Sciences (NCATS)
# PI5P4K alpha inh: qHTS for Inhibitors of phosphatidylinositol 5-phosphate 4-kinase (PI5P4K); Phosphatidylinositol 5-phosphate 4-kinase type-2 alpha (Homo sapiens), P48426; PI5P4Kalpha enzyme, ADP-Glo luminescence, 60 min; hits give low values; max response, %; 330,000 tested, 1.2% active; active = max response of -50% or lower; inconclusive = between -30% and -50%; inactive = -30% or higher; also: value at the top dose of about 77 µM; % is scaled to controls: 0 for no effect and ±100 for the full control effect
#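 qHTS, 1536-well: enzyme/substrate mix, compound by pin tool, 5 microM ATP final; RT 60 min; ADP-Glo reagents 1 (45 min) then 2 (30 min); luminescence.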
# GLP1R cytotox: qHTS of GLP-1 Receptor Inverse Agonists: Cytotox Screen; HEK293 cAMP-luciferase reporter cells, luminescence, 24 h; Potency, µM (highest dose often 38.3 µM), for the others: top-dose activity change, negative = inhibition, usual class: inhibitors; 410,000 tested, 0.13% active;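 also: loss of luciferase light is scored as toxicity; potency is read from the fitted curve at half-maximal effect; % is scaled to controls: 0 for no effect and ±100 for the full control effect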
#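 Cells in DMEM/10% Nu serum/1% pen-strep, 1536-well format. Pre-incubated 12 h, dosed with 23 nL compound, incubated a further 24 h. Luciferase detection, 12 min at room temp, luminescence.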
# GLP1R ag: qHTS of GLP-1 Receptor Agonists; Glucagon-like peptide 1 receptor (Homo sapiens), P43220; HEK293 GLP-1R CRE-luciferase, luminescence, 4-6 h; cells express a hypersensitive GLP-1R form; Potency, µM (doses to about 45.6 µM), inactives show at the top dose activation, usual class: activators; 380,000 tested, 0.007% active; AID 624172, 2012; also: potency is read from the fitted curve at half-maximal effect; % of control where 0% means no effect
# D3 antag: qHTS of D3 Dopamine Receptor Antagonist: qHTS; D(3) dopamine receptor (Homo sapiens), P35462; D3R cells, DiscoveRx beta-arrestin luminescence, antagonist mode; hits give low values; max response, negative = inhibition, %; 360,000 tested, 2.5% active; in the data active = max response below about -50%; inconclusive = no clear call, values can overlap the other calls; also: % is scaled to controls: 0 for no effect and ±100 for the full control effect; mostly tested at two doses, the higher about 12 µM
# Target sequence (P35462 whole entry, looked up): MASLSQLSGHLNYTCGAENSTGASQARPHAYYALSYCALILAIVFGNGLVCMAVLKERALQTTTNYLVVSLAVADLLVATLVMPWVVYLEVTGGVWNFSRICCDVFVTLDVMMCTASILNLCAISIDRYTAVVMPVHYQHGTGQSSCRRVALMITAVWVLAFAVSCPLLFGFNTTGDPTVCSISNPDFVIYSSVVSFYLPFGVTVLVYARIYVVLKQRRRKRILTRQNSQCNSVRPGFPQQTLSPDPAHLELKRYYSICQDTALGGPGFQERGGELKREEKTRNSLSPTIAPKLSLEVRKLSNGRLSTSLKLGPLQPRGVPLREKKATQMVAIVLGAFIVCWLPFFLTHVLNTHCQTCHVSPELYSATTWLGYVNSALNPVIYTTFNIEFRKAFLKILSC
#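 Cells plated overnight at 1500 cells/well, then exposed to library compounds with dopamine controls for 90 minutes at 37 degrees C. DiscoveRx reagent added for 30–60 minutes at room temperature; luminescence read, quantitative HTS format.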
# GLP-1R inv ag: qHTS of GLP-1 Receptor Inverse Agonists (Inhibition Mode); 410,000 tested, 1.6% active; HEK293 GLP-1R CRE-luciferase, luminescence, 24 h; GLP-1R form is constitutively active; Glucagon-like peptide 1 receptor (Homo sapiens), P43220; Potency, µM (series often up to 38.3 µM), inactives show at the highest dose activity change, negative = inhibition, actives largely listed as inhibitors; also: potency is read from the fitted curve at half-maximal effect; % is scaled to controls: 0 for no effect and ±100 for the full control effect; nearly all actives have a fitted effect of over 55% in size
#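 Luminescence readout: a drop in cAMP-driven luciferase signal flags inverse agonism at a constitutively active GLP-1R stably expressed in HEK293. Compound exposure lasted 24 hr at 37 deg C, 5% CO2.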
# DRD3 agonist: qHTS of D3 Dopamine Receptor Agonist: qHTS | AID 652048, 2013 | D(3) dopamine receptor (Homo sapiens), P35462 | D3R DiscoveRx beta-arrestin cells, luminescence, 90 min | max activation, % | 410,000 tested, 0.58% active; in the data active = max activation above about 30%; also: 0% is about no effect; mostly tested at two doses, the higher about 12 µM
#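 Agonist-mode cell screen: cells plated at 1500/well and incubated overnight at 37 °C, then exposed to library compounds for 90 min at 37 °C. Detection reagent was added for 30–60 min at room temperature, and luminescence was read.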
# IL-2 act: qHTS of IL-2 Activators; IL-2 activation reporter assay, cell-based qHTS; stimulated with anti-CD3/CD4/CD28 beads; in transgenic mouse T cells; activation, % (series mostly up to about 46 µM); 360,000 tested, 0.065% active; in the data active = activation above about 50%; inconclusive = mostly about 30% to 49%; also: 0% is about no effect
#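 Readout: EGFP and DsRed signals by fluorescent plate cytometry. Unstimulated transgenic mouse T cells received compound 60 min before antibody-bead stimulation, then incubated 18 h at 37 degrees C.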
# WRN inhibitor: qHTS for Inhibitors of WRN Helicase; Bifunctional 3'-5' exonuclease/ATP-dependent helicase WRN (Homo sapiens), Q14191; WRN helicase unwinding, fluorescent forked duplex, kinetic; Potency, µM (top dose mostly 114 µM), for the others: at the highest dose activity change, negative = inhibition, hits mostly inhibitors; 360,000 tested, 0.46% active; also: potency is read from the fitted curve at half-maximal effect; % is scaled to controls: 0 for no effect and ±100 for the full control effect; nearly all actives have a fitted effect of over 55% in size
#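 Enzyme (20 nM final) and test compound sit together 15 min at room temperature before substrate addition. Substrate is a single-forked duplex oligonucleotide (100 nM) labelled with fluorophore and quencher, with 2 mM ATP; helicase unwinding raises red fluorescence, read kinetically.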
# PLK1 PBD inh: qHTS for Inhibitors of PLK1-PDB (polo-like kinase 1 - polo-box domain): Primary Screen. Serine/threonine-protein kinase PLK1 (Homo sapiens), P53350. Plk1 PBD binding of FITC phosphopeptide, fluorescence polarization. Potency, µM, for inactives: max response, negative = inhibition, usual class: inhibitors. 360,000 tested, 2.8% active; also: potency is read from the fitted curve at half-maximal effect; series mostly up to about 57 µM; % is scaled to controls: 0 for no effect and ±100 for the full control effect; nearly all actives have a fitted effect of over 65% in size
# Target sequence (P53350 whole entry, looked up, the tested form may be a part): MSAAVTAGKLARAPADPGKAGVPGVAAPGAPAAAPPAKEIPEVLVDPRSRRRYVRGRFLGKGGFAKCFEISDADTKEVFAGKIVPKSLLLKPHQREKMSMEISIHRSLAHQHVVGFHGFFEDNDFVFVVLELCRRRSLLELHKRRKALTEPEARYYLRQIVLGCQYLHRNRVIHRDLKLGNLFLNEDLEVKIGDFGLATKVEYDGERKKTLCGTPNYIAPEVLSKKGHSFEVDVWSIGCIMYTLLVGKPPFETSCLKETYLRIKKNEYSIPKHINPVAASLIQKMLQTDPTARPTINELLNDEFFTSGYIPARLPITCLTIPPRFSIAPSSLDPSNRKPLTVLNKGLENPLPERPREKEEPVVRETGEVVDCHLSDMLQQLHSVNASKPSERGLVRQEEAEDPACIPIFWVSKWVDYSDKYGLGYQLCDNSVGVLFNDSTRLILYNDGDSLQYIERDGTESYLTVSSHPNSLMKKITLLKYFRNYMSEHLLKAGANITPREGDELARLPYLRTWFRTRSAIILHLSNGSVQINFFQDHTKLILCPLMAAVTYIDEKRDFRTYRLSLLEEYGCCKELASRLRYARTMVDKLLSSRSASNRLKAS
# * marks the source's active call; other numbers are inactive results; u = inconclusive; x = not tested or not shown; & = joins results of further samples; [ ] = another dose, or the depositor's remark. Unless noted, calls follow the shape of the dose curve; as a rule, active = well fitted curve in the direction sought with a large enough effect; inconclusive = small, poorly fitted or top-dose-only effect, or another doubt; inactive = no such curve, though single readings can be large; an effect the other way counts as inactive or inconclusive. Compounds were not picked by outcome (roughly 7.8% active in at least one column).
SMILES,PI5P4K alpha inh,GLP1R cytotox,GLP1R ag,D3 antag,GLP-1R inv ag,DRD3 agonist,IL-2 act,WRN inhibitor,PLK1 PBD inh
Cc1ccc(OCC(=O)NNC(=O)C2CCN(c3ncccn3)CC2)cc1,x,11%,-2%,-22,-29%,17,0.3,-1%,1%
O=C1c2ccccc2CCc2ccccc21,-10,15%,6%,-15,9%,-16,-3.5,4%,-5%
O=C(O)CCCC(=O)Nc1nncs1,-9,-7%,14%,0,-7%,-1,-1.5,8%,-16%
NC(=O)c1c(NC(=O)c2ccccc2)sc2c1CCN(Cc1ccccc1)C2,5,6%,3%,11,-7%,0,317*,-8%,20%
COc1ccccc1Nc1nc2c(s1)CCC2,-13,-29%,0%,-18,2%,1,0.0,-2%,27µM*
C=CCOc1cccc(CNCc2cccnc2)c1,4,-2%,13%,-28,0%,-21,0.4,11%,-18%
Cc1ccc(S(=O)(=O)N2CCOCC2)cc1C(=O)c1nccn1C,-5,-1%,2%,9,19%,2,-0.4,7%,-1%
CCCCNC(=S)Nc1ccc(Cl)cc1,2,u,0%,17,-16%,-7,-0.7,-3%,-5%
COc1ccc(-c2cc(C(F)F)n3ncc(C(=O)NCCCN4CCCC4=O)c3n2)cc1,-3,25%,11%,-22,40%[activator],1,-3.4,5%,-6%
CCOC(=O)NCCc1ccc(OC)cc1,-6,-10%,-1%,23,-7%,-2,0.6,0%,0%
CC(=O)Nc1ccc(NC(=O)CCN2C(=O)c3ccccc3C2=O)cc1,0,0%,-5%,-7,3%,-2,0.5,3%,-6%
OCCN1CCN(c2cc(-c3ccccc3)c3ccccc3n2)CC1,-5,-10%,1%,-81*,u,-11,-0.4,79µM*,-6%
CN(C)C(CNC(=O)c1ccc2c(c1)S(=O)(=O)c1ccccc1C2=O)c1ccco1 (stereo unspecified),-7,10%,u,-17,5%,-16,0.5,1%,3%
CCCn1c(=N)n(CC(=O)c2cccs2)c2ccccc21,x,u,-4%,-4,-10%,-6,0.5,-11%,-1%
CN(C)c1nc(Nc2ccccc2)nc(N(C)C)n1,-3,4%,-19%,10,u,0,0.3,6%,-6%
NNC(=O)COc1ccc(-c2nccc(-c3ccc(F)cc3)n2)cc1,4,3%,16%,5,-24%,0,-0.7,0%,-13%
COc1ccc(Br)cc1CNC(=O)C1CCN(S(=O)(=O)N2CCCC2)CC1,x,-2%,0%,8,u,10,0.7,3%,-5%
Cc1nnc(SCC(=O)c2ccc(Cl)cc2)s1,-2,2%,7%,-27,16%,-2,0.9,-15%,-11%
COCCCNC(=O)C[C@H]1C[C@H](C(=O)N(C(C)C)C(C)C)[C@@]2(C)c3[nH]c4cc(CCC(=O)N(C)C)ccc4c3CCN2C1=O,0,2%,-1%,20,3%,-24,0.7,-1%,0%
Cn1c(C(O)c2ccccc2)nc(Cl)c1Cl (stereo unspecified),x,2%,0%,8,6%,-1,-1.0,3%,-4%
Cc1ccccc1OCc1nnc(SC(C)C(=O)O)n1Cc1ccccc1 (stereo unspecified),u,-4%,1%,-16,-5%,1,0.0,8%,-5%
O=C(COc1ccccc1[N+](=O)[O-])N(Cc1ccccc1)c1ccccn1,3,-8%,10%,0,u,23,-2.6,-5%,-12%
COc1ccc2cc1Oc1ccc(cc1)C[C@H]1c3c(cc(OC)c4c3Oc3c(ccc5c3[C@H](C2)N(C)CC5)O4)CCN1C,21,0%,9%,11,2%,-6,-0.7,54%[activator],-4%
CNC(=O)COC(=O)COc1ccc2c(C)cc(=O)oc2c1,-1,4%,10%,0,49%[activator],7,-1.4,0%,1%
CCOC(=O)c1c(NC(=O)CC2SC(N)=NC2=O)sc2c1CCCC2 (stereo unspecified),x,8%,14%,-19,34%[activator],-7,-2.4,-9%,-10%
CC(C)C(=O)Nc1cccc(NC(=O)c2cccc(F)c2)c1,3,-4%,0%,15,-9%,-1,-1.3,4%,-4%
COc1cccc(C(=O)N2CCN(Cc3ccco3)CC2)c1OC,-2,15%,-16%,0,25%,-14,-0.3,u,-16%
COc1ccccc1NC(=S)NC(=O)/C=C/c1ccco1,u,-23%,-2%,-3,-6%,-7,1.0,u,u
CCOC(=O)c1[nH]c2ccccc2c1N=CN(C)C,10,11%,3%,u,10%,-6,-0.4,10%,-8%
CCc1cc[n+](CC(=O)Nc2ccc(Cl)cc2Cl)cc1,0,9%,2%,-16,-9%,-23,0.1,6%,-5%
CN(C(=O)COc1ccccc1)C1CCS(=O)(=O)C1 (stereo unspecified),-4,-18%,1%,3,13%,4,-2.2,11%,u
CCN1C(=O)[C@H]2[C@@H](c3ccc(C)cc3)N3C(=O)N(c4cccc(F)c4)C(=O)[C@@]3(C)[C@H]2C1=O,-8,3%,3%,12,5%,2,0.1,-3%,-5%
CC12CCCCC1=CC(=O)CC2 (stereo unspecified),1,3%,-7%,-1,-8%,-3,0.6,-16%,-3%
COC(=O)CCc1ccc(OCC(O)CNC(C)C)cc1 (stereo unspecified),-8,10%,-3%&-3%,-14,-6%,0&11,0.5,5%,-18%
NC(=O)COC(=O)c1ccc(Cl)c(S(=O)(=O)N(Cc2ccccc2)c2ccc(Cl)cc2)c1,11,-5%,4%,-7,u,-2,-3.6,-21%[57.1 µM],-4%
Cc1cc(CNC(=S)Nc2cccc(Cl)c2Cl)nn1C,-1,4%,-4%,-13,8%,3,0.6,-4%,-10%
CN(C(=O)COc1ccc(Cl)cc1Cl)C1(C)CCS(=O)(=O)C1 (stereo unspecified),-4,6%,-4%,-4,0%,-10,-2.9,4%,-9%
COc1ccc(C(CC(=O)Nc2cc(OC)cc(OC)c2)n2cccc2)cc1 (stereo unspecified),5,2%,9%,11,u,0,-0.8,-10%,-2%
Cc1cc(C)c(C(N)=O)c(NC(=O)Nc2ccccc2)n1,x,35%[activator],-4%,9,139%[activator],-43,-1.5,3%,-5%
CCOc1ccc(/C=N/Nc2ccccn2)cc1,6,u,-5%,0,u,-1,-0.2,-2%,-1%
COc1ccc(CCNC(=O)C2CC3Cn4c(nc5cc6ccccc6cc54)C3N2C)cc1 (stereo unspecified),1,1%,4%,2,-1%,5,-0.5,9%,-2%
O=C(CCCN1C(=O)/C(=C/c2cccs2)SC1=S)Nc1ccccn1,-4,3%,6%,10,u,8,-3.9,3%,19µM*
COc1ccc(CCn2c(-c3ccco3)nc3ccccc3c2=O)cc1OC,0,-16%,-2%,22,-3%,6,7.6,-7%,-2%
COc1ccc(S(=O)(=O)Cc2ccc(C(=O)NCCc3ccc(S(N)(=O)=O)cc3)o2)cc1,-2,0%,2%,-30,1%,-4,-2.3,5%,0%
CC1CC1C(=O)Nc1cc(S(=O)(=O)N2CCOCC2)ccc1N1CCCC1 (stereo unspecified),-11,-1%,0%,4,3%,7,0.5,-1%,-8%
COc1ccccc1N1CCN(CCC(=O)Nc2ccc3c(c2)OCO3)CC1,x,2%,2%,-90*,3%,-6,-2.8,3%,-5%
NC(=O)c1oc2ccccc2c1NC(=O)Cc1ccccc1,0,0%,3%,-10,20%,-3,-1.1,-8%,-12%
CC(=O)NC(=O)COC(=O)/C=C/c1c(C)nn(Cc2c(Cl)cccc2Cl)c1Cl,18,-14%,-3%,-56*,4%,2,-0.1,-13%,-6%
CCN1C(=O)[C@H]2[C@H]3CN=C(SCc4ccccc4)N3[C@@](CC)(C(=O)OC)[C@H]2C1=O,8,1%,-3%,20,10%,10,-0.2,-4%,-10%
O=C(CNC(=S)N(CCCN1CCOCC1)Cc1cccs1)NCc1ccccc1,0,-5%,6%,-26,-9%,-5,0.0,3%,-18%
CC1Oc2ccccc2N(CC(=O)NC2CC2)C1=O (stereo unspecified),3,0%,2%,-11,1%,-6,0.2,5%,-6%
O=C(O)CCN1CCc2ccccc2C1c1ccncc1 (stereo unspecified),-3,-12%,-2%,-58*,9%,-4,1.8,-5%,-2%
S=C1NC[C@H](c2ccccc2)N1CC1CCCCC1,-2,u,4%,6,u,5,-0.4,1%,2%
Cn1c(=O)c2c(nc(SCCN3CCOCC3)n2Cc2cccc3ccccc23)n(C)c1=O,x,-8%,25%,-13,23%,0,-2.5,-4%,-8%
CN(C)c1cc(NC(=O)CN2CCOCC2)c2ccccc2n1,0,-13%,-2%,-26,12%,0,3.6,-1%,-5%
O=C(Cc1cccs1)N/N=C/C=C/c1ccccc1,5,-4%,-5%,2,4%,0,-1.3,13%,-12%

# Single records, from the list above. Order of values: PI5P4K alpha inh	GLP1R cytotox	GLP1R ag	D3 antag	GLP-1R inv ag	DRD3 agonist	IL-2 act	WRN inhibitor	PLK1 PBD inh
# Results for CN(C)c1cc(NC(=O)CN2CCOCC2)c2ccccc2n1 : 0	-13%	-2%	-26	12%	0	3.6	-1%	-5%
# Results for COc1ccccc1N1CCN(CCC(=O)Nc2ccc3c(c2)OCO3)CC1 : x	2%	2%	-90*	3%	-6	-2.8	3%	-5%
# Results for CCN1C(=O)[C@H]2[C@H]3CN=C(SCc4ccccc4)N3[C@@](CC)(C(=O)OC)[C@H]2C1=O : 8	1%	-3%	20	10%	10	-0.2	-4%	-10%
# Results for NC(=O)c1oc2ccccc2c1NC(=O)Cc1ccccc1 : 0	0%	3%	-10	20%	-3	-1.1	-8%	-12%
